# GCN5L2 inh – blocks human GCN5L2 histone acetyltransferase | Q92830 | Potency, µM (series often up to 58.9 µM), inactives show at the highest dose activity change, negative = inhibition, most hits filed as inhibitors | GCN5L2 HAT assay, ThioGlo1 CoA-SH fluorescence | 390,000 tested, 0.21% active
# Target sequence (Q92830 whole entry, looked up): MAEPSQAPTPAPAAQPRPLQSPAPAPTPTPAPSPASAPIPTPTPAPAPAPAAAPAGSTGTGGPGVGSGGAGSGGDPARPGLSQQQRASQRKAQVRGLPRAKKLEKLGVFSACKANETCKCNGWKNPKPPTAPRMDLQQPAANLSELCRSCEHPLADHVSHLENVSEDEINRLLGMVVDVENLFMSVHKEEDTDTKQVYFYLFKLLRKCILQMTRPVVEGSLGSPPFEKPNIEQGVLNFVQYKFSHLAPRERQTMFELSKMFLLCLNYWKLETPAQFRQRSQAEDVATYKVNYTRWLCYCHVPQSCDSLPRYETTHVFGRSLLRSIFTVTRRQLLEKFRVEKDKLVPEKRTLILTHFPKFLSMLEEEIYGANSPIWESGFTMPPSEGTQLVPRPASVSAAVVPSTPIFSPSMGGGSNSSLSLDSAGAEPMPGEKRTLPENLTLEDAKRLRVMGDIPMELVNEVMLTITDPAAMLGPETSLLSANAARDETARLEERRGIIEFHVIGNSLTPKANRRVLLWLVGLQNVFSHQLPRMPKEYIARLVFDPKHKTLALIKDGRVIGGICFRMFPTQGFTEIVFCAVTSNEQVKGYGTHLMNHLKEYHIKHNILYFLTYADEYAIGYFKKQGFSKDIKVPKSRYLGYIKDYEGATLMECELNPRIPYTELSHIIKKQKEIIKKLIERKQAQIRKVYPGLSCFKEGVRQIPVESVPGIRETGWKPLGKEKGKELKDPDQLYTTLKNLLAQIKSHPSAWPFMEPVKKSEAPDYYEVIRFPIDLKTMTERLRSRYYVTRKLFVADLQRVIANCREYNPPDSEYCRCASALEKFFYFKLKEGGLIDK
#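 Compounds, pin-transferred from DMSO stocks, meet 20nM GCN5L2 for 15 min before the reaction begins with H3(1-25) peptide (75uM) and acetyl-CoA (70uM). Thiol-reactive ThioGlo1 reports CoA release over 20 min at room temperature.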
# TDP1 cell noCPT – qHTS for Inhibitors of human tyrosyl-DNA phosphodiesterase 1 (TDP1): qHTS in cells in absence of CPT; DT40 Tdp1-/- hTDP1 cells, no CPT, ATP luminescence, 48 h; Potency, µM (top dose mostly 46.2 µM), for inactives: at the highest dose activity change, negative = growth inhibition, hits mostly inhibitors; 420,000 tested, 15% active; AID 686978, 2013; also: nearly all actives have a fitted effect of over 55% in size
#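 No-CPT arm: Tdp1-/-;hTDP1 DT40 cells (400/well) plus compounds, incubated ≥48 hr at 37 °C. Readout CellTiter-Glo luminescence.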
# TDP1 inh – TDP1 (human) enzyme inhibition; Q9NUW8; 350,000 tested, 0.28% active; AID 485290; recombinant TDP1, AlphaScreen DNA substrate cleavage; Potency, µM (highest dose often 130 µM), inactives show at the top dose activity change, negative = inhibition, usual class: inhibitors; also: nearly all actives have a fitted effect of over 40% in size
#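 Signal: AlphaScreen proximity between streptavidin donor and anti-FITC acceptor beads on intact substrate. Reaction: Tdp1 1 nM, substrate 15 nM final, 5 min RT after 15 min compound preincubation.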
# * = called active by the depositor; ? = inconclusive; . = no result given; & = joins results of further samples; [ ] = remark or other dose. Calls follow the shape of the dose curve; as a rule, active = well fitted curve in the direction sought with a large enough effect; inconclusive = small, poorly fitted or top-dose-only effect, or another doubt; inactive = no such curve, though single readings can be large; an effect the other way counts as inactive or inconclusive. % is scaled to controls: 0 for no effect and ±100 for the full control effect; potency is read from the fitted curve at half-maximal effect. These rows are one share of the data; rates above refer to the full screens.
SMILES | GCN5L2 inh | TDP1 cell noCPT | TDP1 inh
COc1ccc(S(=O)(=O)Nc2cc3c(C(C)=O)c(C)oc3c3ccccc23)cc1 | -1% | 0.65µM* | 4%
Cc1cc(C)c(NC(=O)CN(C)S(=O)(=O)c2ccc3c(c2)n(C)c(=O)c(=O)n3C)c(C)c1 | 0% | 10% | 0%
Cc1ccc(S(=O)(=O)N2CCOCC2)cc1C(=O)NC1CCCC(C)C1C (stereo unspecified) | -1% | ? | .
Cc1cc(N(C)N)nc(NC(=O)NS(=O)(=O)c2ccccc2Cl)n1 | -3% | -3% | .
CN(Cc1nc(-c2ccccn2)no1)S(=O)(=O)c1ccccc1 | -6% | -23% | 7%
Cc1ccc(C(=O)N/C(=C/c2ccco2)C(=O)NCCCn2ccnc2)cc1 | 1% | -2% | -3%
NC(=O)[C@@H]1CC2(CC(c3cccc(NC(=O)CC(c4ccccc4)c4ccccc4)c3)=NO2)CN1C(=O)COc1ccc(Cl)cc1 (stereo partly specified) | -11% | ? | -2%
Cc1oc2c(cc(NS(=O)(=O)c3ccc(Cl)cc3)c3ccccc32)c1C(=O)OCc1ccccc1 | -8% | ? | .
O=C(C[C@H]1C/C=C\C[C@H](Cc2ccc(F)cc2)C(=O)OCCNC1=O)NCCO | 7% | -13% | 1%
COc1cc(/C=C2/C(=N)N3C(=NC2=O)SN=C3S(C)(=O)=O)ccc1OC(=O)c1ccco1 | -17% | -5% | -3%
COc1ccc(CNC(=O)c2ccc(NC(=O)CC3SC(N4CCCC4)=NC3=O)cc2)cc1 (stereo unspecified) | 0% | 0% | 1%
CNC(=O)c1oc(-c2ccccc2)nc1C | -1% | 6% | -5%

# Entries from the list above that contain a halogen, in the order listed:
SMILES | GCN5L2 inh | TDP1 cell noCPT | TDP1 inh
Cc1cc(N(C)N)nc(NC(=O)NS(=O)(=O)c2ccccc2Cl)n1 | -3% | -3% | .
NC(=O)[C@@H]1CC2(CC(c3cccc(NC(=O)CC(c4ccccc4)c4ccccc4)c3)=NO2)CN1C(=O)COc1ccc(Cl)cc1 (stereo partly specified) | -11% | ? | -2%
Cc1oc2c(cc(NS(=O)(=O)c3ccc(Cl)cc3)c3ccccc32)c1C(=O)OCc1ccccc1 | -8% | ? | .
O=C(C[C@H]1C/C=C\C[C@H](Cc2ccc(F)cc2)C(=O)OCCNC1=O)NCCO | 7% | -13% | 1%

# Continued:
SMILES | GCN5L2 inh | TDP1 cell noCPT | TDP1 inh
CCN(CC)S(=O)(=O)c1ccc2oc(C(=O)O)c(C)c2c1 | -3% | 3% | 4%
CN(c1ccccc1)S(=O)(=O)c1ccc2[nH]c(=O)oc2c1 | -5% | -7% | .
COc1ccc([N+](=O)[O-])cc1N/C(=N/S(=O)(=O)c1ccccc1)c1ccccc1 | -9% | -8% | 8%
CCc1ccc(NC(=O)c2sc(-n3nc(C)c(Cc4ccc5c(c4)OCO5)c3C)nc2C)cc1 | 2% | -20% | ?
CC(=O)c1cccc(NC(=O)Cn2c(SCC(=O)Nc3ccc(F)cc3)nc3ccccc32)c1 | -21% | ? | 6%
OC[C@H]1OC(Nc2ccc(N=Nc3ccccc3)cc2)[C@@H](O)[C@@H](O)[C@@H]1O (stereo partly specified) | -3% | 4% | 6%
O=C(CN1CCN(S(=O)(=O)c2ccccc2)CC1)Nc1ccccc1C(=O)NC1CC1 | 0% | ? | 1%[56.1 µM]
CCc1cc(=O)oc2cc(C)cc(OC(C)C(=O)NCc3ccccn3)c12 (stereo unspecified) | -9% | 10% | 11%
Cc1ccc(NC(=O)CSc2nc(N)cc(=O)[nH]2)cc1Cl | -4% | 4% | 0%
CCN(CC)C(=O)c1ccc(-c2nnc(Nc3ccc(C(=O)NC)cc3)c3ccccc23)cc1 | -13% | ? | .
CCC(c1nnc(SCC(=O)Nc2ccc(C(=O)Nc3ccccc3OC)cc2)o1)N(C)C (stereo unspecified) | 2% | -28% | 3%
Cc1nc2c(c3c1[nH]c1ccccc13)C(=O)CC(C)(C)C2 | -27% | ? | 0%

# Further compounds follow:
SMILES | GCN5L2 inh | TDP1 cell noCPT | TDP1 inh
CCCN(CC(=O)Nc1cc(C)on1)S(=O)(=O)c1cccc(C(F)(F)F)c1 | -2% | -5% | 3%
CCOc1ccccc1OCCC(=O)OCC(=O)Nc1c(C)nn(-c2ccccc2)c1C | 3% | -10% | -9%[0.505 µM]
Cc1ccc(NC(=O)Cn2c(O)c(N=NC(N)=S)c3ccccc32)cc1 | -2% | ? | .
COCCNC(=O)CN(C(=O)c1ccc(N2CCCC2)nc1)c1ccc(Cl)cc1 | -8% | -11% | 6%
N#Cc1ccccc1NC(=O)CN1CCOCC1 | -2% | ? | .
CCOC(=O)c1ccc(N2C(=O)c3n[nH]c(C)c3C2c2ccc(OC)cc2)cc1 (stereo unspecified) | -12% | ? | 5%
N/C(=N\OC(=O)Oc1ccccc1)c1ccc([N+](=O)[O-])cc1 | -7% | -23% | 3%
COc1ccccc1OCCN(C#N)c1nc(N(C)C)nc(N(C)C)n1 | -13% | ? | 0%
COc1ccc(CCNC(=O)c2cc(-c3ccc(C)cc3)nc3n[nH]c(-c4ccccc4)c23)cc1OC | 1% | -3% | 3%
CCC(=O)N1CCc2cc(CNC(=O)c3cccc(N(C)C)c3)ccc21 | -18% | -26% | 5%
COc1ccc(C)cc1NC(=O)Nc1ccccc1 | -3%[0.501 µM] | -19% | 4%
CCOc1cc(/C=C2/C(=N)N3OC(C)=CC3=NC2=O)ccc1OC | -10% | -3% | -3%

# As a short view, 3 of the compounds above:
SMILES | GCN5L2 inh | TDP1 cell noCPT | TDP1 inh
CCC(=O)N1CCc2cc(CNC(=O)c3cccc(N(C)C)c3)ccc21 | -18% | -26% | 5%
COc1ccc(C)cc1NC(=O)Nc1ccccc1 | -3%[0.501 µM] | -19% | 4%
CCOc1cc(/C=C2/C(=N)N3OC(C)=CC3=NC2=O)ccc1OC | -10% | -3% | -3%

# Carrying on.
SMILES | GCN5L2 inh | TDP1 cell noCPT | TDP1 inh
CC1=C(C(=O)OCc2ccccc2)C(c2ccccc2[N+](=O)[O-])NC(=O)N1C (stereo unspecified) | 9% | 23µM* | 5%
Cc1cccc(C)c1NC(=O)c1sccc1SCc1cccc(C(F)(F)F)c1 | -14% | 18µM* | -3%
O=S(=O)(NCC(c1cccs1)S(=O)(=O)c1ccccc1)c1ccccc1 (stereo unspecified) | -2% | 1.8µM* | -5%
Cc1ccc(OCC(=O)Nc2ccccc2C(=O)N2CCCC2)cc1 | -3% | 16µM* | 4%
Cc1onc(-c2ccccc2Cl)c1C(=O)NC(=S)NCc1cccnc1 | -5% | -6% | -10%
CSc1nc2c(c(=O)n1C)SC(C)C2 (stereo unspecified) | -7% | -1% | 1%
O=C1c2ccccc2-c2cccc(NS(=O)(=O)c3ccc(C(F)(F)F)cc3)c21 | 2% | -23% | 0%
O=C(Nc1ccc2c(c1)OCO2)Nc1ccccn1 | 0% | 8% | -3%
O=C1C2C3CCCC3=C3CCCC3C2C(=O)N1c1ccccc1 (stereo unspecified) | -4% | -17% | 0%
Cc1ccc(S(=O)(=O)N(C)c2c(C)ccc(S(=O)(=O)N3CCN(C)CC3)c2C)cc1 | -5% | ? | 3%
CN1CCN(C(=O)CCN2C(=O)/C(=C\c3ccc(Cl)cc3)SC2=S)CC1 | ? | ? | 8%
Cc1cc(C)c(/C=C/c2onc(C)c2S(=O)(=O)N2CCC(C(=O)Nc3cccc(C)c3C)CC2)c(C)c1 | -14% | 6.5µM* | 3%

# Remaining list, next part:
mol	GCN5L2 inh	TDP1 cell noCPT	TDP1 inh
CC(C)c1ccc(Nc2nc(Cl)nc(Cl)n2)cc1	0%	?	.
Nc1c(C(=O)CCC(=O)O)oc2ccc(Cl)cc12	-8%	-6%	2%
COc1ccc(C(=O)NCC(=O)OCc2csc(-c3ccccc3)n2)cc1	-3%	?	4%
Cc1ccc(S(=O)(=O)CCC(=O)Nc2nnc(-c3ccco3)o2)cc1	-3%	?	1%
CCOC(=O)C(Cc1ccccc1)C(=O)NCc1cccnc1 (stereo unspecified)	9%	-1%	2%
O=C(Cc1n[nH]c(=O)[nH]c1=O)N/N=C/c1cccc(Cl)c1	-6%	-13%	5%
CCCCn1c(=O)n(-c2cc(OC)ccc2OC)c(=O)c2c3c(sc21)CN(C(C)=O)CC3	-1%	?	-1%
COc1cccc(C(C)N(C)Cc2nc(-c3ccoc3)oc2C)c1 (stereo unspecified)	1%	-15%	0%
Cn1c(SCC(=O)NCc2ccco2)nc2ccccc2c1=O	-1%	-19%	1%
COc1ccc2oc(C(=O)NN3C(C)CCCC3C)c(C)c2c1 (stereo unspecified)	-1%	?	6%
COc1ccc(Cn2c(CO)cnc2SCc2ccccc2C)cc1	16%	?	7%
CCC(C)(C)C1CCc2[nH]nc(C(=O)NN)c2C1 (stereo unspecified)	-2%	?	7%
O=C(O)c1cccc(NC(=S)N/N=C/c2ccccc2OCc2ccc(Br)cc2)c1	?	?	3%
COc1ccccc1C(CC(=O)O)NS(=O)(=O)c1ccc2c(c1)N(C(C)=O)CC(C)O2 (stereo unspecified)	-11%	4%	0%
CCOC(=O)N1CCN(CC(=O)Nc2cc3c(cc2C(C)=O)OCO3)CC1	-3%	-23%	3%

# Additional results.
mol	GCN5L2 inh	TDP1 cell noCPT	TDP1 inh
COc1ccc(C2C(C(=O)Nc3cccnc3)=C(C)Nc3nc(-c4cccs4)nn32)cc1 (stereo unspecified)	0%	-1%	-2%[56.1 µM]
Cc1ccc(N2C(=O)NC(NS(=O)(=O)c3ccc(Cl)cc3)(C(F)(F)F)C2=O)cc1C (stereo unspecified)	-8%	-10%	-3%
CC(=O)Nc1sc2c(c1C(=O)N1CCOCC1)CCCCC2	-8%	-4%	2%
CCN(CC)CCCNc1ccc(-c2nnc(-c3ccc(OCC(C)C)cc3)o2)cn1	-2%	2.9µM*	.
Cc1nn(C)c(C)c1NC(=O)CSc1nc(C2CC2)nc2c1cnn2-c1ccccc1	-9%	?	3%
CCCCn1nnnc1NCc1ccc(N(CC)CC)cc1	-24%	-22%	-4%
CCc1cc2c(cc3c(=O)n(CC(=O)NCc4cc(Br)ccc4OC)ncn32)s1	-11%	?	1%
CCC(Oc1ccccc1)C(=O)NC1CCSC1=O (stereo unspecified)	-3%	-1%	0%
NC(=O)C(=O)N/N=C/c1c(F)c(F)c(F)c(F)c1F	0%	-13%	-13%
Cc1cccc(C(=O)Nc2ccc(O)cc2C(=O)O)c1	-8%	-14%	5%
CCN(CC)C(=O)NC1CCCCCCC1	0%	25%	-4%
CC(C)Cc1nnc(NC(=O)CCC(=O)NCCc2ccc(Cl)cc2)s1	-6%	-1%	2%
Cc1cc(C)n(C2CC(=O)N(c3cc(Cl)cc(Cl)c3)C2=O)n1 (stereo unspecified)	-7%	8%	6%
O=C(Nc1ccc2c(c1)C(=O)N(CC1CCCO1)C2=O)c1ccc(Cl)c(Cl)c1 (stereo unspecified)	-4%	-1%	1%
CNCCOc1ccccc1C(C)(C)C	0%[0.501 µM]	?	2%

# New compounds follow.
mol	GCN5L2 inh	TDP1 cell noCPT	TDP1 inh
CCCCc1nnc(NC(=O)CCS(=O)(=O)c2ccc(Cl)cc2)s1	1%	7.3µM*	0%
COc1ccc(S(=O)(=O)N(C)C)cc1NC(=O)Cc1c[nH]c2ccccc12	1%	-27%	6%
O=S(=O)(c1ccc(Br)cc1)c1nc(-c2ccco2)oc1SCc1ccccc1Cl	-10%	?	6%
CSc1nc(C)c(CCO)c(=O)[nH]1	-6%	2%	0%
O=S(=O)(c1ccc(Cl)cc1)N1CCN(S(=O)(=O)N2CCCCCC2)CC1	4%	-4%	5%
COCCNc1nnc(SCC(=O)Nc2sc3c(c2C(=O)c2ccccc2)CCCC3)s1	-17%	?	0%
CN(C)C(=O)Oc1ccc[n+](C)c1	-3%&-7%&-4%	2%&-13%	4%
O=C(CC1S/C(=N/N=C2CCCCCC2)NC1=O)Nc1ccc(Br)cc1F (stereo unspecified)	-17%	8%	6%
CCNC(=S)N=Nc1c(O)[nH]c2ccc([N+](=O)[O-])cc12	-13%	4.1µM*	4%
CCN1CCN(C(=O)C(C)Sc2nc3nc(C)cc(C)n3n2)CC1 (stereo unspecified)	0%	-7%	1%
Cc1ccccc1C1C(C#N)=C2N=C(N)c3c(sc4c3CCCCC4)N2C2=C1C(=O)CCC2 (stereo unspecified)	-10%	?	9%
Cc1cnc(NC(=O)CSc2ccccc2)s1	1%	-1%	0%
COC(=O)c1ccc(C(=O)OC)c(NC(=S)N2CCOCC2)c1	-6%	8%	-3%
Cc1ccc(S(=O)(=O)CCC(=O)OCC(=O)N2c3ccccc3NC(=O)C2(C)C)cc1	2%	-20%	-8%[0.505 µM]
COc1ccc(-n2c(SCC(=O)Nc3ccc(Br)cc3)nc(O)cc2=O)cc1	-19%	-11%	.
Cc1ccc(C(=O)NCc2nnc3c(C(F)(F)F)cc(Cl)cn23)o1	-3%	25%	-18%
Cc1ccc2nc(SCC(=O)N3CCN(c4ccccc4)CC3)[nH]c2c1	0%	?	3%

# Screening data as filed in PubChem BioAssay.
